NCI-60 one-dose screen, 48 h, at 10 µM unless noted. Numbers give growth in % (100 = growth as untreated, 0 = no growth, -100 = all killed).
A498: A498 renal cancer cells; 76,000 compounds, 5.4% hits; AID 1794774
NCI-H23: NCI-H23 lung cancer. AID 1794731. 80,000 compounds, 4% hits
CAKI-1: CAKI-1 renal cancer; 75,000 compounds, 4.7% hits
U251: U251 CNS tumor cells | AID 1794753 | 80,000 compounds, 5.4% hits
SF-268: SF-268 CNS cancer cells. 82,000 compounds, 3.1% hits. AID 1794759
SF-295: SF-295 CNS cancer cells | 79,000 compounds, 5.6% hits | AID 1794758
SNB-19: SNB-19 CNS cancer cells; 81,000 compounds, 2.5% hits; AID 1794751
SNB-75: SNB-75 CNS cancer; 79,000 compounds, 5% hits; AID 1794750
SF-539: SF-539 CNS cancer | 81,000 compounds, 6.8% hits
Numbers without * were called inactive; · = no result given; & = joins results of further samples. How the source made its calls: active means growth percent below 10; inactive means the rest.

SMILES	A498	NCI-H23	CAKI-1	U251	SF-268	SF-295	SNB-19	SNB-75	SF-539
CN1CCN(Cc2ccc(NC(=O)c3ccc(C#N)c(C#Cc4cnc(N)c5ncccc45)c3)cc2C(F)(F)F)CC1	89	97	94	56	94	103	115	112	54
O=C1C(=O)c2ccccc2C(O)=C1CC1=C(O)c2ccccc2C(=O)C1=O	85	100	80	59	83	72	86	85	52
O=c1c(O)c(-c2cc(O)c(O)c(O)c2)oc2cc(O)cc(O)c12	76	100	98	89	96	101	99	96	·
CN(C)CC1CCCCCC(CN(C)C)C1=O (stereo not given)	117	97	-48*	89	97	77	108	98	113
Nc1nnc(-c2c[nH]c3ncc(Br)cc23)c(-c2c[nH]c3ccc(Br)cc23)n1	-13*	·	28	38	46	45	47	43	20
O=C1CCCCC1C1(O)C(=O)Nc2ccccc21 (stereo not given)	63	106	102	102	105	112	111	88	95
CC(C)NS(=O)(=O)/N=C1\NC(=O)NC1=C(Cl)Cl	116	101	92	91	91	103	94	104	96
Cc1ccccc1CN1C2=NCCN2C(=O)C2=C1CCN(S(=O)(=O)c1ccc(Cl)c(S(N)(=O)=O)c1)C2	132	114	111	100	102	100	116	91	100
C/C(=N\O)[C@H]1CC[C@H]2[C@@H]3CCC4=C/C(=N/O)CC[C@]4(C)[C@H]3C(=O)C[C@]12C	102	84	112	95	96	112	93	87	75
C(=N\Nc1c2ccccc2nc2ccccc12)/c1ccccc1	91	86	88	95	98	96	95	93	91
CC(=O)CCC(=O)OCCCl	72	89	110	103	105	·	104	91	·
O=C(O)c1ccccc1C(=O)c1cc(O)ccc1O	99	101	·	102	94	98	107	93	98
CC(=O)Nc1cccnc1	98	106	105	92	101	98	110	88	100
Oc1ccccc1C=NC1CCCCC1	·	105	89	95	104	101	100	67	99
O=C(CSc1cc[n+](CCCCCF)c2ccccc12)n1ccc2ccccc21	114	94	81	104	110	100	103	90	96
O=C1NCCCN1	96	111	110	104	112	111	115	92	117
COc1cc(-c2cc3ncccc3c3nc(OCCN(C)C)c4cccnc4c23)cc(OC)c1OC	-73*	13	-37*	12	23	9.6*	15	-37*	18
O=c1cc(-c2ccccc2)oc2cc(OCc3cn(Cc4ccc([N+](=O)[O-])cc4)nn3)cc(OCc3cn(Cc4ccc([N+](=O)[O-])cc4)nn3)c12	95	89	83	106	89	100	76	81	88
Cc1cc(N2CCC(C)CC2)nc(N2CCN(CC(=O)Nc3ccc4c(ccn4C)c3)CC2)n1	84	87	85	75	87	93	81	94	94
CCCCC(CC)c1nc2ccccc2s1 (stereo not given)	75	94	99	87	96	86	93	83	100
CC(=C(c1ccc(OCCN2CCCCC2)cc1)c1ccc(OCCN2CCCCC2)cc1)c1ccc(Cl)cc1	-86*	-82*	-98*	-91*	-77*	-92*	-91*	-97*	-95*
COc1ccc(Cn2cc3c(c2-c2ccccc2)CCc2cnoc2-3)cc1OC	19	26	19	37	47	·	50	-11*	-22*
COc1ccccc1NS(=O)(=O)c1cccc(C(=O)Nc2ccc(Br)cc2)c1	·	36	28	62	31	27	53	66	64
CC(C)(C)OC(=O)NC(CCC(N)=O)C(=O)O (stereo not given)	93	96	91	112	105	120	115	104	100
CN1CCC(O)(C(C(=O)O)c2ccccc2)CC1 (stereo not given)	111	102	103	104	98	114	101	93	130

Copied from the list:
Result of `CC(C)NS(=O)(=O)/N=C1\NC(=O)NC1=C(Cl)Cl` in SNB-75: 104
Result of `Cc1cc(N2CCC(C)CC2)nc(N2CCN(CC(=O)Nc3ccc4c(ccn4C)c3)CC2)n1` in A498: 84
Result of `O=C(O)c1ccccc1C(=O)c1cc(O)ccc1O` in U251: 102
Result of `O=C1C(=O)c2ccccc2C(O)=C1CC1=C(O)c2ccccc2C(=O)C1=O` in SNB-75: 85

(next part)
SMILES	A498	NCI-H23	CAKI-1	U251	SF-268	SF-295	SNB-19	SNB-75	SF-539
O=C(CC(=O)C(F)(F)F)c1ccc2ccccc2c1	88	106	89	103	99	122	108	99	96
S=C(c1ccccc1)N1CCOCC1	99	114	94	105	111	109	98	105	97
CCCCC(O)(CC(=O)O)c1ccccc1 (stereo not given)	99	99	99	98	97	105	103	90	98
Cc1nc(N)nc(SCc2ccccc2)c1Br	63	94	·	85	96	99	99	87	96
CN1CCN(c2ccc3cc(-c4nc5ccccc5[nH]4)c(=O)oc3c2)CC1	86	75	85	99	105	104	118	92	94
Cn1cnc2c(=O)[nH]c(=O)[nH]c21	92	87	100	102	107	104	102	99	100
O=C1c2c(O)cccc2Cc2cccc(O)c21	86	103	94	100	108	99	102	108	94
S=C(c1cccs1)N1CCN(c2ccccc2)CC1	99	96	116	96	111	106	104	96	101
COC(=O)CNC(=O)[C@]12CCC(C)(C)C[C@H]1C1=CC[C@@H]3[C@@]4(C)Cc5c([nH]c6ccccc56)C(C)(C)[C@@H]4CC[C@@]3(C)[C@]1(C)CC2	·	93	71	82	84	85	92	88	102
COc1ccc(Nc2nc(-c3cc(O)c(C)c(C)c3O)cs2)cc1	101	78	52	70	65	84	102	79	82
c1csc(C2Nc3ccccc3N2)c1	85	98	92	99	102	93	88	85	95
CN(C)c1nc2c(N)ncnc2n1C1OC(CO)C(O)C1O (stereo not given)	114	110	99	110	105	111	107	111	101
Cc1nn(-c2ccc(Br)cc2)c2nc3c(nc12)c(=O)oc1ccccc13	104	93	92	99	124	101	100	91	·
C#Cc1ccc(-n2c(/C=C/c3cccc(OC(F)(F)F)c3)nc3ncccc3c2=O)cc1	93	98	83	95	107	105	100	51	98
c1csc([C@@H]2C[C@@H]3Cc4ccc5ccccc5c4N2O3)c1	80	95	82	97	108	109	98	87	91
COc1ccc(-c2nn(-c3cccc(NC(=O)c4ccc(Cl)c(Cl)c4)c3)cc2-c2ccncc2)cc1Cl	55	95	73	64	90	65	87	75	72
Cc1ccccc1NC(=O)C(C)C	96	100	102	102	105	103	107	101	103
O=C(Nc1ccc(F)cc1F)c1cc(F)ccc1O	-38*	-6.3*	3.5*	11	16	7.0*	11	11	17
C=CCNc1ncnc2c1cnn2C	106	97	102	104	96	102	106	90	115
O=c1c2ccccc2c(=O)c2c1sc1c(=O)c3ccc(O)cc3c(=O)c12	-98*	-39*	-68*	-66*	-32*	-94*	-92*	-96*	-97*
O=S(=O)(O)CNc1ccccc1	81	103	93	91	101	101	108	90	105
O=C(/C=C/c1nnc2n(Cc3ccccc3)c(=O)c3c4c(sc3n12)CCCC4)c1ccccc1	112	97	45	41	76	40	99	116	100
O=C(Nc1ccc(CN2CCOCC2)cc1)c1ccc(-c2ccc(Br)cc2)o1	64	101	95	97	108	·	101	103	96
Cc1ccc(C(=O)Cc2nc(C#N)c(C#N)nc2CC(=O)c2ccc(C)cc2)cc1	123	87	77	93	98	94	·	85	95
O=C1c2cccc3c(N4CCOCC4)ccc(c23)C(=O)N1c1cccc(-c2nn(-c3ccccc3)cc2-c2nc3ccccc3s2)c1	137	99	97	109	122	112	110	150	111

For convenience, part of the list above:
SMILES	A498	NCI-H23	CAKI-1	U251	SF-268	SF-295	SNB-19	SNB-75	SF-539
C=CCNc1ncnc2c1cnn2C	106	97	102	104	96	102	106	90	115
O=c1c2ccccc2c(=O)c2c1sc1c(=O)c3ccc(O)cc3c(=O)c12	-98*	-39*	-68*	-66*	-32*	-94*	-92*	-96*	-97*
O=S(=O)(O)CNc1ccccc1	81	103	93	91	101	101	108	90	105
O=C(/C=C/c1nnc2n(Cc3ccccc3)c(=O)c3c4c(sc3n12)CCCC4)c1ccccc1	112	97	45	41	76	40	99	116	100
O=C(Nc1ccc(CN2CCOCC2)cc1)c1ccc(-c2ccc(Br)cc2)o1	64	101	95	97	108	·	101	103	96
Cc1ccc(C(=O)Cc2nc(C#N)c(C#N)nc2CC(=O)c2ccc(C)cc2)cc1	123	87	77	93	98	94	·	85	95
O=C1c2cccc3c(N4CCOCC4)ccc(c23)C(=O)N1c1cccc(-c2nn(-c3ccccc3)cc2-c2nc3ccccc3s2)c1	137	99	97	109	122	112	110	150	111

(continued)
SMILES	A498	NCI-H23	CAKI-1	U251	SF-268	SF-295	SNB-19	SNB-75	SF-539
O=C(CSc1nnc(-c2cccs2)n1CC1CCCO1)NN1C(=O)NC2(CCCCC2)C1=O (stereo not given)	111	108	100	111	120	91	111	103	100
COc1ccc(/C=C2/C(c3ccc(Cl)cc3)=NN=C2C(F)(F)F)cc1OC	·	89	95	103	95	106	95	96	96
Cc1ccc(Cc2cnc(NC(=O)C3=NCCCN3)s2)cc1	104	86	99	105	101	96	105	95	103
CCCCc1c(C)[nH]c(=S)[nH]c1=O	109&122	106&103	90&97	95&104	103&105	113&90	104&95	94&87	98&111
COc1cc(-c2nc(N3CCN(c4ccccc4Cl)CC3)c3ccccc3n2)cc(OC)c1OC	106	86	92	91	89	100	101	76	100
O=C(O)/C=C/c1ccc(Cl)cc1Cl	104	104	90	101	97	99	95	91	100
CCNC=O	115	99	98	107	102	106	107	110	104
CC1=CC(=Nc2cc(Br)c(O)c(Br)c2)C=CC1=O	264	92	94	113	97	100	100	100	97
CC(Br)C(OC(=O)c1ccc(Cl)cc1)c1cc2c(cc1Br)OCO2 (stereo not given)	69	84	77	100	95	106	94	79	107
NS(=O)(=O)c1ccc(Nc2nc(-c3ccncc3)cs2)cc1	81	103	·	107	99	193	122	113	100
CCOC(=O)c1c(N2CCOCC2)[nH]c(=O)c(C=Nc2ccc(OC)cc2)c1O	92	90	83	100	128	99	104	93	98
COC1=C(S(N)(=O)=O)C2NS(=O)(=O)c3cnccc3N2C=C1 (stereo not given)	108	97	100	99	104	107	101	97	94
Nc1ncnc2c1N=C(c1ccc3c(c1)OCO3)CC(c1sc(Cl)nc1Cl)N2 (stereo not given)	72	94	98	93	88	104	93	80	89
CC(C)(COC(=O)C(c1ccccc1)c1ccccc1)CN1CCOCC1	92	87	67	100	95	105	92	97	105
CCCN1[C@@H]2CC[C@H]1/C(=C\c1ccc(OC)cc1OC)C(=O)/C2=C/c1ccc(OC)cc1OC	47	37	59	58	71	33	59	71	61
COC(=O)/C=C1\CCC(C(=O)NCc2ccc(Cl)cc2Cl)N1C (stereo not given)	65	97	90	104	96	95	98	85	104
CCN(CC)CCSC(=O)c1ccc([N+](=O)[O-])cc1	92	·	93	·	110	94	98	96	103
COc1ccc(/C=C/C(=O)c2ccc(OC)c(OC)c2)cc1	77	75	·	59	92	84	100	89	97
NS(=O)(=O)c1ccc(N2C(=O)/C(=C/c3ccc(F)cc3)N=C2c2ccccc2)cc1	89	96	76	93	91	94	95	91	88
Cc1cc(Nc2cccc(F)c2)nc(NCc2ccccc2)n1	24	-2.4*	24	12	40	17	29	51	57
CN(C)c1ccc(/C=N/Nc2nnc3n2N=C(c2ccc(Cl)cc2)CS3)cc1	86	102	97	95	98	101	90	96	103
Fc1c[c-]c(-c2ccccn2)c(F)c1.[CH3-].[Pt+2].c1ccc(P(C[PH+](c2ccccc2)c2ccccc2)c2ccccc2)cc1	-79*	-51*	-74*	-72*	17	6.1*	-55*	-14*	-86*
CCNC(=O)Oc1ccc(/C(=C(\C)c2ccc(Cl)cc2)c2ccc(OCCN(CC)CC)cc2)cc1	85	66	·	21	52	21	59	45	58
Cc1cc(-c2ccccc2)n(N2C(=O)CSC2c2ccc(Cl)cc2)c(=S)n1 (stereo not given)	72	95	90	97	94	100	92	62	88
COc1ccc2[nH]c(=O)cc(-n3nc(C#N)c(C#N)c3N)c2c1	118	107	96	99	110	94	104	117	93

Continued, overlapping the part above by two compounds.
SMILES	A498	NCI-H23	CAKI-1	U251	SF-268	SF-295	SNB-19	SNB-75	SF-539
Cc1cc(-c2ccccc2)n(N2C(=O)CSC2c2ccc(Cl)cc2)c(=S)n1 (stereo not given)	72	95	90	97	94	100	92	62	88
COc1ccc2[nH]c(=O)cc(-n3nc(C#N)c(C#N)c3N)c2c1	118	107	96	99	110	94	104	117	93
NC(N)=Nc1nc2n[nH]c(N)c2c2nc3ccccc3n12	107	93	99	107	106	96	106	89	95
CNc1ccccc1C(=O)N/N=C/C=C/c1ccccc1	-8.3*	39	13	·	35	-0.3*	54	-16*	22
COc1ccc(C(OC(=O)c2ccc([N+](=O)[O-])cc2)c2ccccc2)cc1 (stereo not given)	87	·	95	·	104	98	98	94	101
CC(=N\N=C(N)N)/C(=N/N=C(N)N)c1ccccc1	·	43	·	81	·	99	68	88	75
O=C(c1ccccn1)C(O)c1ccccn1 (stereo not given)	103	99	91	94	104	100	107	95	100
NNc1nc2nc(-c3ccc(Cl)cc3)cc(-c3ccc(F)cc3)c2c(=O)[nH]1	79	95	·	93	85	96	92	88	95
O=C(O)C(O)c1cccc([N+](=O)[O-])c1 (stereo not given)	95	109	99	102	101	106	107	116	98
CCCCOCCOC(=O)C1OC1(C)c1ccccc1 (stereo not given)	·	93	94	99	115	101	99	80	108
S=C(Nc1ccccc1)N1CCCCC1	78	100	95	96	107	98	111	100	97
COc1ccc(S(=O)(=O)N2CCN(S(=O)(=O)c3oc(-c4ccc(C)cc4)nc3C#N)CC2)cc1	117	101	99	105	102	103	96	104	102
C[C@H]1[C@H](C)CC[C@]2(C(=O)OCCCC[P+](c3ccccc3)(c3ccccc3)c3ccccc3)CC[C@]3(C)C(=CC[C@@H]4[C@@]5(C)CC[C@H](OC(=O)C(Cl)Cl)C(C)(C)[C@@H]5CC[C@]43C)[C@H]12	-82*	-48*	·	-89*	-32*	-78*	-56*	-24*	-79*
COc1ccc(C2NCCc3c2[nH]c2ccccc32)cc1CN1CCN(c2ccc(F)cc2)CC1 (stereo not given)	90	65	29	26	76	-67*	78	24	59
c1ccc(NN=C2c3ccccc3-c3ccccc32)cc1	100	87	69	90	94	·	104	88	101
CCOC(=O)CC1CSC(N/N=C/c2ccccc2F)=N1 (stereo not given)	97	95	99	101	107	103	108	96	92
